From PubChem
H37Rv inhibition = M. tuberculosis growth inhibition, HTS (AID 449762) | 330,000 tested, 0.59% active | M. tuberculosis H37Rv growth inhibition, 7H9 media; higher % means a stronger effect | inhibition, % at 25 µM; hits with a dose series show IC50 in µM; in the data active = a potency from the dose series; inconclusive = inhibition above about 70% without an active follow-up result;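 also: bacterial growth assessed after seven days of incubation; strong numbers were not always called active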
H1N1 NS1A inhibition = H1N1 influenza NS1A inhibitors, functional cell based assay (AID 504329); 340,000 tested, 0.3% active; inhibition, % at 12.5 µM; hits with a dose series show IC50 in µM; NS1A functional cell-based assay, percent inhibition; higher % means a stronger effect; in the data active = a potency from the dose series; inconclusive = inhibition above about 27% without an active follow-up result; also: strong numbers were not always called active
inhibitors of VEEV = inhibitors of VEEV TC-83 cytopathic effect, confirmation, Vero cells (AID 588727) | Vero cells, VEEV TC-83 cytopathic effect inhibition; higher % means a stronger effect | 350,000 tested, 0.13% active | inhibition, % at 20 µM, or IC50 in µM where a hit was titrated; in the data active = a potency from the dose series; inconclusive = inhibition mostly from about 14% at the one dose, without a potency; inactive = the rest, 99 in 100 with inhibition below about 12%; also: strong numbers were not always called active
M. tuberculosis = growth inhibition of non-replicating M. tuberculosis (AID 488890) | inhibition, % at 25 µM; hits with a dose series show IC50 in µM | Mycobacterium tuberculosis non-replicating, growth inhibition; higher % means a stronger effect | 320,000 tested, 0.39% active; in the data active = a potency from the dose series; inconclusive = inhibition mostly from about 82% at the one dose, without a potency; inactive = the rest, 99 in 100 with inhibition below about 76%;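 also: plate controls were DMSO cells for no effect and high antibiotic wells for full effect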
PhoP GFP inhibition = PhoP regulon inhibitors, Salmonella typhi PhoP promoter GFP reporter, confirmatory (AID 1850); inhibition, % at 50 µM; hits with a dose series show IC50 in µM; 310,000 tested, 0.33% active; Salmonella Typhi PhoP-promoter GFP reporter, fluorescence, 4 h; higher % means a stronger effect; in the data active = a potency from the dose series; inconclusive = inhibition mostly from about 25% at the one dose, without a potency; inactive = the rest, 99 in 100 with inhibition below about 19%;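 also: 0% = induced wells with vehicle and 100% = uninduced wells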
inhibitors of VEEV 10K pilot screen = further read-out of inhibitors of VEEV, marked with its call; inhibition, %; measured here: 10K pilot screen inhibition
The depositor's hits bear a star; i = inactive; ? = inconclusive; . = not tested or not shown.

SMILES | H37Rv inhibition | H1N1 NS1A inhibition | inhibitors of VEEV | M. tuberculosis | PhoP GFP inhibition | others
COc1cccc(-n2c(CN3CCN(c4cccc(C)c4)C(C)C3)nc3ccc([N+](=O)[O-])cc3c2=O)c1 (stereo unspecified) | 8% | 5% | 3.3% | 22% | 5%
CC(=O)c1c(C)[nH]c(C(=O)COC(=O)c2cccnc2Cl)c1C | -9% | 2% | 2.6% | -2% | .
CCCCC(NS(=O)(=O)c1ccc(OC)cc1)C(=O)O (stereo unspecified) | 4% | -1% | i | 7% | 6%
Cc1c(C(=O)NCc2ccco2)oc2c(F)cccc12 | 1% | -17% | 3.0% | 28% | .
Cc1ccc(-c2nnc(Nc3ccc(O)cc3)c3ccccc23)cc1S(=O)(=O)NCCO | 7% | 8% | 1.3% | 2% | 4%
CN(CC(=O)NC(=O)NCc1ccco1)Cc1nc2ccccc2c(=O)[nH]1 | -5% | -4% | 0.2% | -15% | -4%
CCOc1ccc(-c2cc(C(=O)N/N=C/c3cccnc3)c3ccccc3n2)cc1 | 2% | -2% | 6.6% | 16% | 0%
O=C(NCc1ccccc1)C1CCCN(C(=O)NCc2ccccc2)C1 (stereo unspecified) | 8% | -6% | i | 8% | 4%
COC(=O)c1cc(CC(=O)c2ccc(O)cc2O)c(C)o1 | 9% | 1% | 1.8% | 2% | -5%
Cc1sc2nc(SCC(=O)N3CC(C)OC(C)C3)n(C)c(=O)c2c1C (stereo unspecified) | -6% | -3% | 6.9% | -1% | -2%
CS(=O)(=O)N(CC(=O)N1CCC(C(N)=O)CC1)Cc1ccc(Cl)c(Cl)c1 | -2% | -3% | 0.3% | -6% | 1%
Cc1cc(C)c(S(=O)(=O)N(CC(=O)NCc2cccnc2)C2CCCCC2)c(C)c1 | 2% | -2% | i | 23% | 0%
CCn1cc(C(=O)N2CCN(c3cccc(Cl)c3)CC2)c2cc(OC)c(OC)cc2c1=O | -3% | 0% | 6.5% | 34% | -4%
CCn1cc(CN2CCCC(CO)(Cc3cccc(Cl)c3)C2)cn1 (stereo unspecified) | 0% | 1% | 0.6% | 5% | 0%
COc1ccc(C2/C=C\CN(C(=O)C3CCCC3)CC(=O)N2Cc2ccc(F)cc2)cc1 (stereo unspecified) | 3% | 10% | i | 16% | -5%
OC1(C#CCN2CCCC2)c2ccccc2-c2ccccc21 | 2% | -6% | i | 12% | 11%
CC1(C)Cc2ccccc2-c2nc(NCCCO)n(-c3ccccc3)c(=O)c21 | -19% | -2% | 3.2% | 12% | -4%
COc1ccc(/C=C/C(=O)Nc2ccc(S(=O)(=O)N3CCOCC3)cc2)c(OC)c1 | -3% | -13% | 5.3% | 25% | .
Cc1cc(NS(=O)(=O)c2ccc(NC(=O)C(C)Oc3ccccc3Cl)cc2)no1 (stereo unspecified) | 3% | 0% | 1.7% | 18% | 1%
COc1ccc(C2=C(c3ccc(OC)c(OC)c3)CN3CCCCC3C2)cc1 (stereo unspecified) | 7% | 2% | 1.9% | 17% | .
O=C(NC(Cc1ccccc1)C(=O)O)/C(=C/c1ccc([N+](=O)[O-])cc1)NC(=O)c1ccc(Br)o1 (stereo unspecified) | -3% | 7% | 0.1% | 1% | 0%
COc1ccc(-c2c[n+](CC(=O)OC3CC(C)CCC3C(C)C)c3n2CCC3)cc1 (stereo unspecified) | ? | 5% | i | ? | 2%
CCCC1(CCC)NC(=O)N(CC(=O)N2CCc3ccccc32)C1=O | 0% | -1% | 0.2% | 16% | .
Cc1[nH]n(-c2cccc(Cl)c2)c(=O)c1-c1ccccc1 | -3% | 3% | i | -4% | 11%
CN(C)c1ccc(N=Nc2ccccc2C(=O)OCC(=O)NCC2CCCCC2)cc1 | 11µM* | 9% | ? | ? | -8%
SMILES | H37Rv inhibition | H1N1 NS1A inhibition | inhibitors of VEEV | M. tuberculosis | PhoP GFP inhibition | others
CN(CC(=O)Nc1ccc(Cl)c(Cl)c1)Cc1nnc(-c2ccc(F)cc2)o1 | 68% | 4% | 0.8% | ? | 9%
COc1ccccc1N1CCN(Cc2nc(N)nc(Nc3ccccc3)n2)CC1 | ? | -16% | 8.8% | 73% | 2%
CN(CC(=O)Nc1ccc2c(c1)OCCO2)Cc1nc2ccccc2c(=O)[nH]1 | -6% | 0% | 1.7% | -11% | .
CCOC(=O)C1CCN(C(=O)N(C)C)CC1 | -6% | 2% | 0.1% | -6% | -14%
CCN1C(=O)/C(=C/N2CCc3ccccc3C2)SC1=S | 11% | -10% | 5.0% | 1% | 2%
Cc1nnc(SCCn2c(N3CC(C)CC(C)C3)nc3c2c(=O)[nH]c(=O)n3C)s1 (stereo unspecified) | -2% | 1% | 2.5% | 16% | 5%
COc1cccc(NC(=O)Cn2c(CCC(=O)O)ccc2-c2ccccc2)c1 | -5% | -1% | 0.7% | -1% | 1%
COc1cc(OC)c(S(=O)(=O)Nc2ccccc2C(=O)O)cc1S(=O)(=O)Nc1ccccc1C(=O)O | 0% | -22% | i | -6% | 2%
CCOC(=O)c1csc(NC(=O)c2ccc(OC)c(OC)c2)n1 | 5% | -12% | 0.9% | -11% | -10%
Cc1ccccc1NC(=O)c1cccc(S(=O)(=O)Nc2cccc(C(=O)O)c2)c1 | -17% | -11% | i | . | -8%
COc1ccc(-c2ccc(/C=C3/C(=N)N4C=CSC4=NC3=O)o2)c([N+](=O)[O-])c1 | 6% | -3% | 6.0% | 40% | -3%
N#Cc1c(C(F)(F)F)cc(-c2cccs2)nc1SCC(=O)O | -5% | -7% | i | -1% | 7%
O=C(COC(=O)COc1ccccc1)NC1CCCC1 | -3% | -2% | i | 3% | .
CC(C)(C)OC(=O)[C@H](Cc1ccccc1)NC(=O)c1nc[nH]c1C(=O)NCc1ccccc1 | ? | 4% | i | 72% | 0% | inhibitors of VEEV 10K pilot screen=1.0
COc1ccc(C(=O)Nc2ccc(C(=O)N3CCCCC3)cc2)cc1OC | -4% | -14% | i | -10% | 3%
CCOC(=O)c1nn(-c2cccc(C)c2)cc1C(=O)c1ccccc1 | -2% | 1% | 2.6% | 17% | 0%
COc1ccc(CNC(=O)c2nc(S(=O)(=O)Cc3ccccc3)ncc2Cl)cc1 | 4% | 5% | ? | 78% | 7%
O=C(COc1ccc(Cl)cc1Cl)N(Cc1ccco1)C1CCS(=O)(=O)C1 (stereo unspecified) | -2% | -3% | i | 0% | 6%
COCCN(CC(=O)NCc1ccccc1)C(=O)CCC(=O)Nc1nccs1 | 5% | -4% | 1.1% | 0% | 4%
O=C(Nc1cccc(-c2cccc(F)c2)c1)C1CCN(Cc2ccc(CO)o2)CC1 | 2% | -18% | 0.1% | 15% | -4%
CCOC(=O)Nc1ccc(C)cc1C | -3% | 25% | 0.4% | -18% | -4%
C#CCOc1ccc(/C=C2\SC(=S)N(Cc3cccnc3)C2=O)cc1 | -5% | -8% | 3.6% | 18% | 1%
Cn1[nH]c(-c2ccccc2)c(/C=N/O)c1=O | 5% | . | 0.9% | 9µM* | -5%
CC(=O)c1ccc(N2CCN(C(=O)/C=C/c3cccs3)CC2)cc1 | 30% | 6% | i | 36% | 4%
COc1nc(N)nc(N2CCOCC2)n1 | -4% | -1% | i | -4% | 6%
SMILES | H37Rv inhibition | H1N1 NS1A inhibition | inhibitors of VEEV | M. tuberculosis | PhoP GFP inhibition | others
CC(C)(C)c1nc(SCC(=O)NCc2cccs2)c2ccccc2n1 | -6% | -10% | 1.1% | 35% | -5%
C[N+](C)(C)CC#CCN1CCCC1=O | 5% | -1% | 0.1% | 12% | -7%
O=C(CSc1cc(Cl)ccc1Cl)NCCN1C(=O)CSC1=O | 3% | 2% | 0.0% | 2% | .
COC(C(=O)N/N=C(\C)c1ccc(C(C)(C)C)cc1)c1ccccc1 (stereo unspecified) | -3% | -4% | 0.4% | 8% | -2%
CCOC(=O)c1sc2nc(CSc3ccccc3)[nH]c(=O)c2c1C | -5% | 4% | 2.2% | 24% | 3%
COc1ccc(Nc2cc(C)nc(N)n2)cc1 | 3% | 0% | 0.9% | 16% | 9%
O=C(Cc1cccc2ccccc12)NCC(=O)N1CCN(Cc2cccc(C(F)(F)F)c2)CC1 | 8% | 4% | i | 47% | .
Cc1ccc(C(=O)N2CCN(Cc3ccc4c(c3)OCO4)CC2)c(Cl)c1 | 4% | -4% | 0.2% | 23% | 4%
O=C(Nc1ccc2c(c1)nc1n2CCN(Cc2ccccc2)C1)NC1CCCCC1 | 4% | 12% | i | 12% | 10%
O=C(C=Cc1ccccc1Cl)c1ccccc1 | . | -3% | 10.0% | . | .
CCCOc1cccc(-c2nnc(NC(=O)c3ccco3)s2)c1 | -3% | 10% | i | -4% | 14%
COc1cc(CNc2nc3ccccc3[nH]2)cc(OC)c1OC | 12% | -5% | 3.1% | 10% | 8%
NC(=O)c1c(NC(=O)c2ccc(S(=O)(=O)N3CCOCC3)cc2)sc2c1CCCCC2 | -10% | -1% | 6.2% | -5% | -5%
CC(C)Oc1cccc(C(=O)NC(=S)Nc2ccc(Cl)c(C(=O)O)c2)c1 | 2% | -3% | 4.9% | 16% | -3%
Cc1ccc(NC(=O)c2ccc(COc3ccccc3[N+](=O)[O-])o2)nc1 | -6% | -8% | 7.8% | 25% | .
O=C1c2ccccc2C(=O)c2c1cccc2N1CCN(C/C=C/c2ccccc2)CC1 | 0% | 11% | i | -2% | 8%
CCn1ccnc1CN1CCCC(C(=O)c2ccc3cc(OC)ccc3c2)C1 (stereo unspecified) | ? | 7% | 2.5% | 77% | 16%
O=C(CSc1nnc(C2CCCCC2)o1)N1CCCCC1 | 7% | 1% | i | ? | 0% | inhibitors of VEEV 10K pilot screen=0.5
COc1ccc(CN(C)CC(=O)Nc2cc3oc4ccccc4c3cc2OC)c(OC)c1 | 9% | 0% | i | 39% | -2% | inhibitors of VEEV 10K pilot screen=0.1
O=C(c1ccc(Cl)cc1Cl)N1CCOCC1 | . | -3% | 4.2% | . | .
CCCC(=O)N1CCN(c2ccc(NC(=O)c3cc4ccccc4o3)cc2Cl)CC1 | ? | 10% | 3.5% | ? | 1%
COc1ccc(CCNC(=O)CSc2nc(N)c(C#N)c(-c3cccs3)c2C#N)cc1OC | 6% | 2% | 0.5% | 2% | -3%
COc1ccccc1C(=O)NCCCNC(=O)c1cccnc1 | 3% | -8% | i | -12% | 8%
N#Cc1c(NC(=O)C2CC(Cl)=CCC2C(=O)O)sc2c1CCCC2 (stereo unspecified) | 23% | -9% | 1.2% | 51% | 7%
CCCCCCNC(=O)C(C#N)c1nc2ccccc2nc1N1CCOCC1 (stereo unspecified) | 1% | -8% | i | 5% | -61%
SMILES | H37Rv inhibition | H1N1 NS1A inhibition | inhibitors of VEEV | M. tuberculosis | PhoP GFP inhibition | others
Cc1ccccc1OCCCC(=O)Nc1nccs1 | -7% | -6% | 0.9% | 34% | -19%
Cc1ccc(C)c(S(=O)(=O)N2CCCC2CNC(=O)C(=O)NCCc2ccco2)c1 (stereo unspecified) | -4% | -3% | 7.0% | 16% | -6%
Cc1ccc(C(=O)Nc2cccc(N(C)S(C)(=O)=O)c2)cc1S(=O)(=O)Nc1ccccc1 | 8% | 7% | 5.6% | 8% | 11%
N#Cc1c(Cl)cccc1N1CCC(C(N)=O)CC1 | -4% | . | 1.1% | 19% | -3%
Nn1c(SCC(=O)NC(=O)NCc2ccccc2)nnc1C1CC1 | 1% | 3% | i | -11% | 2%
Cc1cccc(NC(=O)C2CCCN(S(=O)(=O)c3c(C)nn(C)c3C)C2)n1 (stereo unspecified) | -9% | -7% | i | 1% | -7%
